GPR55 antagonists = inhibition of LPI-stimulated GPR55 beta-arrestin translocation – imaging, U2OS, beta-arrestin-GFP, LPI agonist, primary screen (AID 2013); U2OS GPR55 beta-arrestin-GFP translocation imaging, LPI antagonism; higher % means a stronger effect; inhibition, % at 10 µM, or IC50 in µM where a hit was titrated; 290,000 tested, 0.13% active;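 active = spots per cell inhibited over 60%, with over 100 cells counted and total cytoplasm intensity under 500,000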;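 also: U2OS cells stably carrying GPR55 and arrestin-GFP stimulated by 5 µM LPI near EC80; imaged beta-arrestin-GFP aggregate spots per cell after agonist stimulation; plate controls were LPI-stimulated DMSO wells for no effect and DMSO wells without LPI for full effect; some results filed as inactive read as strong as hits; confirmed hits need IC50 under 10 µM and bright autofluorescent wells are also inconclusive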
NTR1 agonist = NTR1-driven beta-arrestin-GFP spot formation – imaging, U2OS cells, high content, primary screen (AID 493036) | agonist mode | activation, % at 20 µM | 330,000 tested, 0.17% active;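 active = activation at or above 40% of the spot to cytoplasm intensity ratio, with at least 20 cells analyzed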;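 also: 0% = DMSO without peptide and 100% = 100 nM NTR1 peptide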
Target sequence (P30989 whole entry, looked up): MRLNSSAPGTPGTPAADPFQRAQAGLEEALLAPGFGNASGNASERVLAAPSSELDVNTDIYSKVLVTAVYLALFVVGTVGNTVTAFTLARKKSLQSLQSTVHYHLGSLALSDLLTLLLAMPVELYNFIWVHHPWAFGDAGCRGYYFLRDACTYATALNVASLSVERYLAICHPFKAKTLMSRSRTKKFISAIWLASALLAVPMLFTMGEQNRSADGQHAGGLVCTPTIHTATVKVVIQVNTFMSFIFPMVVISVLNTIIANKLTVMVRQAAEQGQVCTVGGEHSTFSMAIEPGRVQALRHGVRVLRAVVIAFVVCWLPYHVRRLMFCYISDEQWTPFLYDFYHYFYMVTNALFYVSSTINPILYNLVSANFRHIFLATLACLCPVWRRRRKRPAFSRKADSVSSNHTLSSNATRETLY
KOR beta-arrestin-1 = KOR antagonists, beta-arrestin recruitment, cell-based, luminescence, uHTS (AID 1778); 290,000 tested, 0.091% active; KOR beta-arrestin recruitment, luminescence, antagonist mode; higher % means a stronger effect; inhibition, % at 10 µM; hits with a dose series show IC50 in µM; in the data active = inhibition above about 50%; also: strong numbers were not always called active
KOR beta-arrestin-2 = kappa opioid receptor activators – cell-based, luminescence, uHTS, primary screen (AID 1777); 280,000 tested, 0.02% active; KOR beta-arrestin recruitment, luminescence; higher % means a stronger effect; one-dose activation, % at 10 µM; EC50 in µM for titrated hits; in the data active = activation above about 50%, passing the limit was not always enough; also: a part of the inactive calls stands beside numbers as strong as those of hits
NOD1 inhibition = inhibition of NOD1-driven NF-kB reporter – cell-based, luminescence, uHTS, primary screen (AID 1578). NOD1-driven NF-kB luciferase reporter cells, luminescence; higher % means a stronger effect. one-dose inhibition, % at 4 µM; EC50 in µM for titrated hits. 290,000 tested, 1% active; in the data active = inhibition mostly above about 36%, no sharp cut-off; inactive = mostly below about 34%;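 also: HEK-293T reporter cells stimulated with the NOD1 agonist gamma-tri-DAP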
GPR35 arrestin U2OS = inhibition of zaprinast-stimulated GPR35 beta-arrestin translocation – imaging, U2OS, beta-arrestin-GFP, zaprinast agonist, primary screen (AID 2058); 290,000 tested, 0.052% active; U2OS GPR35 beta-arrestin-GFP translocation imaging, zaprinast antagonism; higher % means a stronger effect; inhibition, % at 10 µM; hits with a dose series show IC50 in µM;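 active = inhibition of at least 50% with at least 30 cells and total cytoplasm GFP at most 10,000,000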
UTI89 phage lysis = protection from phage-mediated lysis, alamar blue read-out – E. coli UTI89, K1F phage, bacterial capsule biogenesis inhibitors (AID 488966) | E. coli UTI89 K1F phage lysis, alamar blue, 2 h; higher % means a stronger effect | one-dose inhibition, % at 100 µM; IC50 in µM for titrated hits | 340,000 tested, 0.02% active;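 active = phage lysis inhibition, versus mean bacterial control, above a set limit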;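 also: capsule biogenesis inhibitors block K1F phage lysis so surviving cells raise fluorescence; higher fluorescence means more inhibition of phage lysis; actives were called in the ten point dose series up to 300 µM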
Rac1 GTP hydrolysis = MgcRacGAP GTPase-activating activity inhibitors, confirmation, biochemical, ADP Hunter fluorescence. MgcRacGAP-stimulated Rac1 GTP hydrolysis, ADP Hunter fluorescence; higher % means a stronger effect; GST-tagged Rac1 F28L mutant substrate. AID 624330. 340,000 tested, 0.6% active. inhibition, % at 30 µM; hits with a dose series show IC50 in µM;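 active = first-screen hits whose inhibition reached a set limit at any dose in the follow-up dose series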;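 also: fluorescence reports GDP produced by GAP-driven GTP hydrolysis; strong numbers were not always called active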
GPR55 activation = selective activators of receptor GPR55 – imaging, U2OS cells, beta-arrestin-GFP redistribution, primary screen (AID 1961); U2OS GPR55 beta-arrestin-GFP redistribution imaging; higher % means a stronger effect; 290,000 tested, 0.048% active; activation, % at 10 µM, or EC50 in µM where a hit was titrated;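 active = activation above 40% with more than 50 cells counted in the well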;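 also: U2OS osteosarcoma cells stably expressing GPR55 and beta-arrestin-GFP; plate controls were DMSO negative control for no effect and LPI positive control for full effect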
NTR1 agonist cell count 20 µM = recorded beside NTR1 agonist, whose call it bears; cell count; measured here: cell count, cytotoxicity flag
Active calls of the source: *; / = no result given; [ ] = dose if it differs, or a comment. The list is partial, so the mix of outcomes need not match the whole.

SMILES	GPR55 antagonists	NTR1 agonist	NTR1 agonist cell count 20 µM	KOR beta-arrestin-1	KOR beta-arrestin-2	NOD1 inhibition	GPR35 arrestin U2OS	UTI89 phage lysis	Rac1 GTP hydrolysis	GPR55 activation
Cc1ccc(C(=O)COC(=O)c2ccccc2N2C(=O)C3C4CCC(C4)C3C2=O)cc1C (stereo not given)	6.6%	-0.8	76	-33.5%	6.7%	-17.0%	6.3%	0.2%	8.8%	-0.1%
COc1cc(C(=O)O)ccc1OCc1c(C)noc1C	-2.9%	-0.3	101	5.4%	-0.6%	7.1%	-1.8%	0.7%	1.0%	0.0%
Cc1cc(N2C(=O)C(O)=C(C(=O)c3ccco3)C2c2ccc(O)cc2)no1 (stereo not given)	2.9%	0.5	34	-38.1%	3.8%	7.3%	13.6%	0.5%	10.8%	-0.1%
C=CCNC(=O)c1ccccc1NC(=O)C1CC(=O)N(C(C)C)C1 (stereo not given)	3.0%	-0.7	37	-9.7%[20 µM]	/	-39.6%	3.4%	0.9%	13.1%	0.2%
COc1ccc(CCc2nnc(CCC(=O)N(C)Cc3ccncc3C)o2)cc1	6.1%	0.0	83	6.3%[20 µM]	/	-13.1%	12.2%	0.1%	6.7%	0.3%
Cc1c(Cl)cccc1NC(=O)C1C2C=CC(C2)C1C(=O)O (stereo not given)	10.6%	-0.9	56	-24.2%[20 µM]	0.3%	-38.8%	8.1%	0.5%	11.5%	0.1%
COc1cccc(OC)c1C(=O)Nc1sc2c(c1C#N)CCC2	-4.6%	-1.0	56	-44.5%[20 µM]	2.3%	-9.4%	-4.1%	0.9%	12.9%	0.1%
CSC(=NS(=O)(=O)c1ccc(C)cc1)SC	2.4%	-1.9	89	-7.2%	-9.9%	14.1%	6.4%	0.6%	10.2%	-0.2%
C#CC[N+]1(CC#Cc2cccc3ccccc23)CCOCC1	7.3%	-0.1	51	-17.7%	3.7%	-29.6%	21.7%	/	/	-0.2%
O=C(C1CC1)N(CCc1ccccc1)Cc1nc2ccccc2c(=O)[nH]1	2.5%	0.3	58	-4.6%	-0.3%	12.5%	5.1%	0.6%	4.7%	0.0%
CC(=O)c1cccc(NC(=S)N2CCc3ccccc32)c1	-4.6%	0.9	60	36.1%	-0.8%	26.0%	19.0%	-0.5%[50 µM]	5.1%	-0.1%
CCOP(=O)(NC(c1ccccc1)c1nc2ccccc2[nH]c1=O)OCC (stereo not given)	13.3%	-0.6	91	15.5%	-0.8%	-4.2%	-7.7%	0.7%[50 µM]	10.2%	0.0%
Cc1ccccc1N1CCN(C2CCCN(C(=O)c3cc[n+]([O-])cc3)C2)CC1 (stereo not given)	1.1%	-1.6	66	-15.1%	-2.8%	-32.1%	2.1%	-0.1%	9.5%	-0.1%
CCOC(=O)c1cc(CC)sc1/N=C/C1C(=O)CC(C)(C)CC1=O	0.4%	2.6	74	-7.0%	-5.3%	6.4%	2.2%	-0.6%	2.4%	-0.3%
O=C(Cc1ccccc1)NCc1ccncc1	-4.1%	0.7	58	-58.2%[20 µM]	/	-29.4%	-4.3%	0.4%	5.7%	-0.1%
O=c1oc2ccccc2c(N2CCCCC2)c1[N+](=O)[O-]	6.8%	-1.8	83	9.6%	4.7%	13.8%	-16.6%	0.1%	11.8%	-0.3%
O=C(C[N+]1(CC#Cc2ccccc2)CCOCC1)c1ccccc1	4.7%	-1.2	34	-34.2%	1.7%	-26.9%	-14.7%	0.0%	-0.7%	0.4%
Cc1ccc2nc(C(F)(F)F)c(C#N)c(N)c2c1	10.5%	3.0	69	15.5%	2.8%	/	14.1%	0.0%	14.9%	-0.4%
Cc1csc(=NC(=O)c2ccccc2)n1Cc1ccco1	15.9%	-0.2	57	10.9%	3.8%	-9.0%	3.2%	0.1%	7.9%	-0.2%
CCN(CC)CCNC(=O)CNC(=O)c1nn(-c2ccc(OC)cc2OC)c(=O)c2ccccc12	0.5%	-0.9	117	-29.6%	1.0%	-8.0%	-6.0%	0.2%	4.6%	-0.1%
O=C(NCC(=O)N(c1cccc(F)c1)C(C(=O)NC1CCCC1)c1ccco1)c1ccco1 (stereo not given)	16.2%	-0.1	99	6.0%	-4.1%	-35.9%	2.0%	-0.4%	1.6%	0.7%
Cc1csc(SCc2nnc(-c3ccccc3Br)o2)n1	4.7%	-0.2	56	18.6%	-1.5%	-88.6%	-11.5%	0.4%	0.2%	0.0%
COc1ccc(C(=O)N[C@H](C(=O)OCC(=O)NC(=O)c2cccn2C)C(C)C)cc1	-2.3%	2.8	64	12.0%	1.0%	-26.4%	11.7%	0.8%	9.9%	0.3%
COc1ccc(NC(=O)CSc2nc3ccccc3c3nc4ccccc4n23)cc1	-0.6%	/	/	28.5%	4.1%	-18.5%	-12.6%	1.1%	4.1%	0.1%
COc1ccc(-c2ocnc2C(=O)N2CCN(C(=O)C(c3ccccc3)c3ccccc3)CC2)cc1	8.3%	0.7	49	6.5%	-1.3%	-1.5%	2.7%	0.3%	0.9%	0.5%
CCOc1ccc(C(C)C)cc1S(=O)(=O)n1nc(C)cc1C	7.8%	0.1	43	21.0%	-1.7%	-8.9%	-2.8%	0.0%	9.4%	-0.1%
O=C(COC(=O)c1ccc(O)cc1)NCC1CCCO1 (stereo not given)	14.7%	-2.0	20	-1.9%	-2.8%	-13.4%	4.8%	-0.2%	2.9%	0.5%
Cn1nnnc1SCCNCc1ccc(Cl)cc1	-1.0%	0.8	63	-0.2%	5.2%	-14.3%	1.3%	1.4%	2.4%	0.8%
Cn1c(=NC(=O)C2CC2)sc2cc(F)cc(F)c21	-0.9%	0.9	92	-21.6%	0.8%	-49.6%	12.0%	-0.5%	4.4%	-0.1%
C=CCn1c(SCCOc2ccccc2)nnc1C(C)NC(=O)c1ccccc1 (stereo not given)	-1.6%	1.9	78	-5.9%	2.8%	-5.3%	1.3%	-0.1%	3.8%	0.3%
COc1ccc(CCNC(=O)C2CCC(=O)N(C3CC3)C2)c(OC)c1 (stereo not given)	7.4%	0.7	59	-9.9%	3.7%	-19.9%	9.7%	-0.1%[50 µM]	3.1%	-0.1%
COc1ccc(-c2nn(C)c3sc(C(=O)N4CCOCC4)cc23)cc1OC	-12.3%	-0.8	83	5.7%	4.0%	-21.1%	-13.6%	0.6%	9.8%	-0.1%
CCCn1c2ccccc2c2nnc(SCC(=O)Nc3nnc(CC(=O)OCC)s3)nc21	8.9%	-2.7	55	19.8%	-4.1%	-21.2%	3.1%	5.1%	4.2%	-0.1%
C[C@]12C=CC(=O)C=C1CC[C@@H]1[C@@H]2[C@@H](O)C[C@@]2(C)[C@H]1CC[C@]2(O)C(=O)COC(=O)CCC(=O)NCCc1ccc(O)cc1	-4.0%	1.3	77	-4.7%	0.2%	0.0%	-21.5%	0.1%[50 µM]	24.2%	-0.2%
Cc1c(Cl)cccc1NC(=S)NN	5.2%	4.0	32	-52.7%[20 µM]	-0.7%	-32.0%	-11.4%	-0.6%	-5.1%	-0.1%
Cc1noc(C)c1COC(=O)c1cc2ccccc2cc1O	6.2%	4.4	38	16.6%	-4.7%	-26.3%	-1.0%	3.1%	1.9%	-0.1%
Cc1ccsc1C(=O)NNC(=S)NC1CCCCC1	0.0%	0.2	58	3.0%	-4.7%	1.7%	12.0%	0.1%	9.8%	-0.1%
CS(=O)(=O)c1ccc2nc(NC(=O)CN3CCCCCC3)sc2c1	11.4%	-0.2	47	-6.2%	-4.0%	-4.5%	4.0%	-0.2%	19.1%	-0.1%
Cc1[nH]ncc1-c1ccccc1Cl	18.5%	1.4	58	-11.2%	-7.0%	-0.7%	-0.5%	1.1%	5.4%	0.2%
CC(C)CCNC(=O)C(c1ccco1)N(CC1CCCO1)C(=O)Cn1nnc2ccccc21 (stereo not given)	-3.3%	0.6	41	-38.9%	-2.7%	-3.3%	15.6%	1.9%	12.4%	0.2%

Single records, as listed above. Screens in order: GPR55 antagonists, NTR1 agonist, NTR1 agonist cell count 20 µM, KOR beta-arrestin-1, KOR beta-arrestin-2, NOD1 inhibition, GPR35 arrestin U2OS, UTI89 phage lysis, Rac1 GTP hydrolysis, GPR55 activation
C[C@]12C=CC(=O)C=C1CC[C@@H]1[C@@H]2[C@@H](O)C[C@@]2(C)[C@H]1CC[C@]2(O)C(=O)COC(=O)CCC(=O)NCCc1ccc(O)cc1 is entered as -4.0%, 1.3, 77, -4.7%, 0.2%, 0.0%, -21.5%, 0.1%[50 µM], 24.2%, -0.2%
O=C(Cc1ccccc1)NCc1ccncc1 is entered as -4.1%, 0.7, 58, -58.2%[20 µM], /, -29.4%, -4.3%, 0.4%, 5.7%, -0.1%

New compounds follow:
SMILES	GPR55 antagonists	NTR1 agonist	NTR1 agonist cell count 20 µM	KOR beta-arrestin-1	KOR beta-arrestin-2	NOD1 inhibition	GPR35 arrestin U2OS	UTI89 phage lysis	Rac1 GTP hydrolysis	GPR55 activation
N#CC(=C1SC=CS1)c1nc(-c2ccccc2)cs1	0.0%	8.1	37	7.0%	-4.4%	-61.2%	6.6%	0.1%	-0.2%	0.2%
O=C(CCC(=O)OCC(=O)c1ccc(Br)cc1)Nc1cccc2cccnc12	7.8%	1.7	85	-2.2%	1.2%	-7.7%	11.3%	0.1%	-0.8%	-0.1%
OCCNc1nc2ccccc2n1-c1ncnc2sc3c(c12)CCC3	-8.1%	/	/	-8.4%	-4.9%	12.4%	1.1%	11.4%	-5.8%	1.0%
O=C(Nc1ccccc1Cl)c1ccc(COc2ccc3c(c2)CCC3)cc1	-0.7%	0.6	62	-25.6%	19.4%	-27.9%	-6.9%	2.7%	4.4%	-0.1%
COc1cccc(CNCC(O)COc2ccc(C(=O)c3ccccc3)cc2)c1 (stereo not given)	3.6%	-0.2	55	7.0%	-0.5%	-16.2%	-4.3%	-0.1%	14.3%	0.6%
O=C(c1cnn2c(C(F)(F)F)cc(-c3ccccc3)nc12)N1CCCc2ccccc21	-7.3%	1.8	53	-25.6%	1.1%	-15.5%	7.9%	0.4%	13.9%	0.3%
O=C(Oc1ccc(N2C(=O)CCC2=O)cc1)c1ccccc1	15.6%	0.6	63	22.5%	-6.4%	-32.1%	-3.4%	0.8%	4.4%	-0.1%
Fc1ccc(COc2ccc(Cl)cc2/C=N/Nc2nc(N3CCCC3)nc(N3CCCC3)n2)cc1	11.9%	2.3	57	27.6%	-0.9%	-26.2%	-16.0%	-0.7%	5.3%	-0.1%
Cc1ccc(C)c(S(=O)(=O)N2CCC(c3nc4c(nnn4Cc4ccc5c(c4)OCCO5)c(=O)[nH]3)CC2)c1	0.2%	5.2	74	20.8%	-3.0%	24.8%	7.5%	0.0%	4.8%	0.8%
O=[N+]([O-])c1ccc(NC2CCN(Cc3ccccc3)CC2)c([N+](=O)[O-])c1	5.8%	1.0	92	/	/	-6.0%	-8.1%	1.9%	3.8%	-0.4%
